Compound activity: PubChem BioAssay, several laboratories
IMP-1 inh – IMP-1 metallo-beta-lactamase inhibitors, primary screen, biochemical, epi-absorbance readout, Pseudomonas aeruginosa enzyme. metallo-beta-lactamase IMP-1 (Pseudomonas aeruginosa). purified IMP-1, nitrocefin hydrolysis, epi-absorbance fluorescence. inhibition, % at 5.6 µM. hit rate 0.45% among 290,000. AID 1556, 2009;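 active means inhibition above the mean plus 3 SD of all compounds in the same screening run, cut at about 4.5% in these data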;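 further: 0% = IMP-1 with DMSO and 100% = DMSO wells lacking enzyme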
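System: purified recombinant IMP-1 beta-lactamase. Medium: Zinc- and detergent-supplemented HEPES buffer, pH 7.1. Compound: one 5.6 µM dose […]. Schedule: 15 min preincubation plus 25 min reaction at 25 °C. Technique: Epi-absorbance fluorescence, 480 nm excitation, 530 nm emission.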
GPR7 antagonist – GPR7 receptor antagonists, primary screen, cell-based, fluorescence, single concentration; Neuropeptides B/W receptor type 1 (Homo sapiens), P48145; inhibition, % at 4.4 µM; GPR7-expressing cells, fluorescence antagonist assay; AID 1861, 2009; hit rate 1.1% among 290,000; in the data active means inhibition above about 16%, passing the limit was not always enough;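 further: cells stimulated with the agonist NPW; 0% = agonist with vehicle and 100% = vehicle without agonist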
Target sequence (P48145 whole entry, looked up): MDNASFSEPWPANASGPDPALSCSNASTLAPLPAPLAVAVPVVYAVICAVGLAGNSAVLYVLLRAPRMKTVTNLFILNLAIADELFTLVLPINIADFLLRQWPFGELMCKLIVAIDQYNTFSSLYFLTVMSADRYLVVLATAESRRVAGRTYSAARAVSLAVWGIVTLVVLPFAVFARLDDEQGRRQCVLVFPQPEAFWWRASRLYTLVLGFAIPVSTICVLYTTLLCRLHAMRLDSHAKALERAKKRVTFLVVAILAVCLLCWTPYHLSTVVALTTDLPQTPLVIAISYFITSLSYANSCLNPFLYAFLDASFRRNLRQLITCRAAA
FID counter – compounds displacing fluorescent DNA intercalator, primary screen, artefact control for HCV NS3 helicase inhibitor project, biochemical, FID fluorescence; AID 1845, 2009; hit rate 0.17% among 290,000; inhibition, % at 7.9 µM; DNA fluorescent intercalator displacement; in the data active means inhibition above about 37%;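 further: 0% = vehicle and 100% = reference compound; higher means more ethidium bromide displaced from hairpin DNA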
VIM-2 inhibitor – VIM-2 metallo-beta-lactamase inhibitors, primary screen, biochemical, epi-absorbance readout, Pseudomonas aeruginosa enzyme; purified VIM-2, nitrocefin hydrolysis, epi-absorbance fluorescence; inhibition, % at 5.6 µM; hit rate 0.89% among 290,000; AID 1527, 2009;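 active means inhibition above the mean of all tested compounds plus 3 SD, cutoff set per screening run, cut at about 7.5% in these data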;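 further: red hydrolysis product quenches plate fluorescence so inhibitors raise well fluorescence; 0% = enzyme with DMSO and 100% = DMSO without enzyme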
HCV NS3 hel inh – inhibitors of HCV NS3 helicase, primary screen, biochemical, Cy5 molecular beacon fluorescence | Hepatitis C virus NS3 helicase | NS3 helicase DNA unwinding | inhibition, % at 10.9 µM | hit rate 0.56% among 290,000;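 active means inhibition above the mean of all tested compounds plus 3 SD, set per campaign, cut at about 35% in these data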;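 further: 0% = DMSO wells and 100% = thioflavine S control wells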
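Control set: DMSO versus 110 µM thioflavine S; Material: NS3 helicase fragment of HCV; Measured by: Cy5 fluorescence at 0 and 60 min, beacon hairpin quenching; Read-out basis: percent inhibition from t60/t0 fluorescence ratio; Times: reaction time 60 min, 25 °C; Repeats: single replicate; Compound dosing: single dose, 10.9 µM nominal final, DMSO 0.8% final.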
V1R ag counter – agonists of human V1a receptor, primary screen, counter-screen for OXTR agonist project, fluorescence, CHO-V1R cells. AID 2797, 2010. hit rate 0.25% among 320,000. Vasopressin V1a receptor (Homo sapiens), P37288. activation, % at 3 µM. Fluo-8 calcium fluorescence, agonist mode; 0% DMSO, 100% 3 nM vasopressin;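 active means activation above the mean activation of all tested compounds plus 3 SD, per screening run, cut at about 20% in these data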;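 further: signal is peak over basal fluorescence ratio across a 100 second FLIPR read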
PHOSPHO1 inh – PubChem AID 1565; Phosphoethanolamine/phosphocholine phosphatase (Homo sapiens), Q8TCT1; recombinant PHOSPHO1, absorbance phosphatase assay; inhibition, % at 13.3 µM; hit rate 1.1% among 290,000; in the data active means inhibition above about 60%
Target sequence (Q8TCT1 whole entry, looked up): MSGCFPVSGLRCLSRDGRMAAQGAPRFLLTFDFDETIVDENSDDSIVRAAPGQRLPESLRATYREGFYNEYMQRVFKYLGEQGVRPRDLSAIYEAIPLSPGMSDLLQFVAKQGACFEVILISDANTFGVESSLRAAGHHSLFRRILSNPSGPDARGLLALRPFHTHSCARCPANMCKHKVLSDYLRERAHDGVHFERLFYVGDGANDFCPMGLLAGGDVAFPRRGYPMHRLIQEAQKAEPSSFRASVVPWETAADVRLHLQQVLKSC
GalR3 antagonist – GalR3 antagonists in HEK293 cells, primary screen, cell-based, fluorescence readout | HEK293 GalR3-CNG cAMP membrane potential fluorescence; galR3 body fused to GalR1 C-terminus | inhibition, % at 3 µM | hit rate 0.44% among 360,000 | AID 651719, 2012;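 active means inhibition above the screen-wide average plus 3 SD, cut at about 13% in these data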;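 further: forskolin and galanin both at EC90 stimulate the cells; cAMP rise reported by CNG channel membrane potential dye signal; 0% = forskolin plus galanin with DMSO and 100% = forskolin alone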
Target sequence (O60755 1-299 limits assumed): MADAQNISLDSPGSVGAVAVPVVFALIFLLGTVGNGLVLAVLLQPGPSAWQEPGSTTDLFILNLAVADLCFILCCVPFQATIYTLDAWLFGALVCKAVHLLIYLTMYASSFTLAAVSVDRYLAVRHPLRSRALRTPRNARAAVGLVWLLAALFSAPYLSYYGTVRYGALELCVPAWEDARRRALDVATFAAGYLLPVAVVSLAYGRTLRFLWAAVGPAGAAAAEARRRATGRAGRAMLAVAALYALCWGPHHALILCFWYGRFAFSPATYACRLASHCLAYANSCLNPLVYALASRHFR
OXTR agonist – human OXTR agonists, primary screen, fluorescence, CHO-OTR cells, Fluo-8 calcium | Oxytocin receptor (Homo sapiens), P30559 | Fluo-8 calcium fluorescence; normalized: DMSO 0%, oxytocin 100% | activation, % at 3 µM | hit rate 0.32% among 320,000 | AID 2435, 2010;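 active means activation above the mean of all tested compounds plus 3 SD, cutoff set per screening run, cut at about 20% in these data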;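 further: peak over basal fluorescence ratio from a 100 s FLIPR kinetic read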
Active calls of the source: *; . = no result given.

cpd	Compound	V1R ag counter	VIM-2 inhibitor	PHOSPHO1 inh	GalR3 antagonist	FID counter	GPR7 antagonist	HCV NS3 hel inh	OXTR agonist	IMP-1 inh
1	COc1ccc(NS(=O)(=O)c2ccc(C(=O)N3CCN(Cc4ccccc4)CC3)cc2)cc1	11	-1.0	28	-6	-25	17	-11	15	-0.1
2	COc1ccc(C(=O)N2CCC(O)(c3ccc(Cl)cc3)CC2)cc1OC	1.8	1.6	32	-4	-34	2	24	1.3	-0.1
3	Cc1nc(-c2ccccc2)cs1	0.6	-3.3	12	-2	1	0	1	0.2	-1.7
4	Cc1ccc(CNC(=O)CCS(=O)(=O)c2cc(Br)cc3c2N(C(=O)C2CC2)CC3)o1	-0.3	1.1	-11	2	0	0	1	-1.8	-1.3
5	Nc1nc(Nc2cccc(F)c2)nc(NCc2ccco2)c1[N+](=O)[O-]	-2.4	-0.8	37	-9	3	-20	-84	-2.1	-1.3
6	O=C(CSCc1ccccc1)N1CCc2ccccc21	-1.6	-2.1	-2	-5	-15	-3	-5	-2.2	-3.3
7	CCOc1ccccc1-n1c(SCC(=O)NC(C)(C)C)nnc1-c1ccoc1C	-1.4	0.5	31	-5	-37	14	-1	-2.3	-1.6
8	O=C(COC(=O)c1cccs1)Nc1ccccc1[N+](=O)[O-]	0.6	-0.7	9	-2	0	-1	-8	-2.1	0.0
9	O=C(Nc1cccc(O)c1)C1CC(c2cccc(Br)c2)=NO1 (stereo unspecified)	3.0	-0.8	36	-12	-15	-7	13	4.5	-2.7
10	CCn1cc(/C=N\NC(=O)C2(C)CC2(Cl)Cl)c(C)n1 (stereo unspecified)	5.8	-2.0	4	-11	-4	-7	0	1.2	-1.5
11	CCCOC(=O)CSc1nc(N2CCOCC2)c2c(c1C#N)CC(C)(C)OC2	0.1	0.9	11	-2	-30	-16	-7	-2.4	-4.0
12	CCc1cc(C(=O)NNC(=O)CCl)sc1C	1.1	-1.0	46	-1	-6	-4	1	-0.1	-4.0
13	Cc1ccc(-c2nc(N)sc2-c2ccccc2)cc1C	-0.8	-4.0	-12	-4	-3	-11	-23	-1.2	-3.7
14	COC(=O)C1=Cc2cc(OC)cc([N+](=O)[O-])c2OC1N1CCOCC1 (stereo unspecified)	-0.2	-0.3	-18	-3	-10	-2	0	0.9	1.2
15	CC(C)(C)OC(=O)N1CCC[C@H]1c1nnc(SCc2ccccc2Cl)o1	0.6	-2.2	21	-1	-38	1	2	-0.7	-4.2
16	Cc1ccccc1C(=O)NC(CC(C)C)C(=O)Nc1cccc(S(=O)(=O)N(C)C)c1 (stereo unspecified)	-0.4	-0.8	20	-6	-22	-17	-10	-2.0	-0.8
17	O=C1OC(Nc2ncccn2)c2ccccc21 (stereo unspecified)	0.6	-2.5	5	-5	0	-6	-3	0.2	-0.7
18	Cc1nn(Cc2ccccc2)c(Cl)c1C(=O)OCc1nnc(-c2ccccc2)o1	6.2	-1.8	3	-6	-33	4	-10	0.5	-1.6
19	Cc1ccc(C2C3=C(CC(C)(C)CC3=O)NC3=C2C(=O)CC(C)(C)C3)o1	1.1	-1.4	-11	0	-20	-9	-4	-0.2	0.5
20	Cc1ccc(C)c(N2CCN(C(=O)c3cc4c(C)nc5ccccc5c4o3)CC2)c1	0.1	-2.8	12	2	-28	5	-26	1.2	-2.7
21	OC(COCc1ccc2c(c1)OCO2)CN1CCC(Cc2ccccc2)CC1 (stereo unspecified)	1.8	-2.2	56	-6	8	-17	-16	1.6	-2.7
22	O=c1[nH]n(-c2ncnc3c2cnn3-c2ccccc2)c(=O)c2ccccc12	-0.1	-2.8	-2	-6	-2	-2	-11	0.9	-2.5
23	O=S(=O)(c1ccc(Br)c2nsnc12)N1CCOCC1	-0.4	3.2	7	-4	3	19	6	0.0	1.8
24	O=C(NC1CCCCC1)n1c(=O)oc2ccccc21	0.4	2.5	9	-3	8	-8	-5	0.7	-0.3
25	Cc1ccc(NN=C2C(=O)OC(C)(C)OC2=O)c(C)c1	1.7	-0.4	2	-7	-7	-8	-3	-0.1	-2.3
26	Cc1ccc(NC(=O)Nc2cccnc2)cc1	0.5	-2.7	.	8	-5	-8	18	1.1	-0.3
27	O=C(NCCCN1CCN(c2ccccc2F)CC1)Nc1ccc(F)cc1	3.2	-0.7	-1	-2	12	12	-11	4.7	-3.3
28	COc1ccc(-c2csc(Cc3nnc4n3CCCCC4)n2)cc1OC	0.1	-3.7	-6	-2	-10	-6	-7	-1.3	-2.8
29	CCOC(=O)CC(=O)CSc1ccc2nnc(-c3ccccc3)n2n1	0.0	-1.2	-6	-3	-20	-1	14	-0.5	-0.6
30	CCCN1CCN(CCCNC(=O)c2ccc(CS(=O)c3ccc(OC)cc3)o2)CC1 (stereo unspecified)	0.8	-1.2	-4	-9	-6	3	-6	1.4	-1.2
31	COc1ccc(-c2cnc3nc[nH]c(=O)c3n2)cc1	-0.1	-4.5	-42	-1	-1	-13	5	-2.0	0.6
32	COc1ccc(-c2noc(C3CCCN(C(=O)c4ccccc4C)C3)n2)cc1 (stereo unspecified)	.	-0.1	34	-11	-51	-4	-10	.	1.6
33	Clc1ccc(-c2noc(CSc3nnc(Cc4cccs4)n3-c3ccccc3)n2)cc1	1.8	-2.5	0	-2	-30	28*	4	2.0	-3.7
34	Fc1ccc(-n2nnnc2-c2ccccc2Cl)cc1	0.2	-5.5	-47	0	-2	-4	1	-0.7	-4.7
35	CCc1cccc(C)c1NC(=O)c1cccnc1	0.1	0.3	24	-4	-1	-13	-5	-0.5	-2.1
36	COc1ccc(-c2nc(C#N)c(N3CCC(C)CC3)o2)cc1	-1.3	-5.4	37	-10	-22	-8	4	-2.2	-2.0
37	CCCCN(CC)CCNC(=O)c1cn(-c2ccc(Cl)cc2)c(=O)c2ccccc12	-0.6	0.5	-12	-3	12	10	-19	0.1	-1.1
38	COc1ccc(-c2nc(C#N)c(NCCCn3ccnc3)o2)cc1OC	-0.1	17*	8	-2	0	-4	-3	-0.2	-0.3
39	CCOC(=O)c1cnc2c(Cl)cc(Cl)cc2c1NCCOCCO	0.2	5.0	1	-4	-22	-6	-6	-0.4	-1.9
40	O=S1(=O)CC(O)C(N(CCO)C(=S)Nc2ccccc2)C1 (stereo unspecified)	-0.9	-0.4	36	-1	-2	-10	7	0.5	-2.0
41	CCc1cc(SC#N)cc(C)c1NC(=O)CCl	0.5	-4.6	-2	3	1	-4	2	0.0	-4.5
42	CCOC(=O)C1=C(C)N(C)C(=S)NC1c1ccc(Cl)cc1Cl (stereo unspecified)	-1.3	-2.7	2	-5	-19	-3	-9	-2.2	-6.9
43	N#CCSc1nnc2c(Cl)cc(Cl)cn12	-0.1	-4.1	-6	-1	3	-11	1	-0.1	-3.7
44	O=C(COC(=O)c1ccc(OC(F)F)cc1)NCCNC(=O)COC(=O)c1ccc(OC(F)F)cc1	1.8	-1.6	9	-4	-31	-14	-8	0.3	-4.1
45	COc1cccc(NC(=O)c2ccc(-n3cccn3)nc2)c1	0.8	-9.8	11	-3	-8	2	-4	0.2	-2.1
46	CCCCn1c(SCc2cccc([N+](=O)[O-])c2)nc2ccsc2c1=O	2.5	0.1	6	-4	1	3	8	1.4	-4.0
47	CCC(OC(C)=O)c1cc2c(cc1[N+](=O)[O-])OCCO2 (stereo unspecified)	-0.4	-2.2	48	-2	6	-7	1	-2.7	-2.4
48	COc1ccc(NC(=O)C2C3C=CC4(CN(Cc5cccnc5)C(=O)C24)O3)c(OC)c1 (stereo unspecified)	1.5	0.6	5	-4	-15	0	-5	-0.1	-2.1
49	O=C(CN1C(=O)COc2ccc(S(=O)(=O)N3CCCC3)cc21)NCc1ccccn1	-0.1	-0.1	22	-1	-7	-14	6	0.3	0.7
50	CC1=C(C(=O)OCc2ccccc2)C(c2ccc([N+](=O)[O-])cc2)NC(=O)N1 (stereo unspecified)	0.2	-0.1	.	-8	-16	-11	-7	-1.3	-1.2
51	O=C(CN1C(=O)c2cccc3cccc1c23)NCc1ccccn1	0.4	-1.4	-5	-2	-4	5	-2	-0.5	0.6
52	COc1cc(-c2csc(CCn3nc(C)cc3C)n2)cc(OC)c1OC	0.5	-6.5	-7	-4	-40	-16	-3	-0.4	-4.1
53	Cc1nc(SCC(=O)NCc2ccco2)c2oc3ccccc3c2n1	-0.5	3.4	33	-3	-9	-17	-1	-0.7	-3.3
54	CCOc1ccccc1NC(=O)Cn1[nH]c(=O)c2ccccc2c1=O	1.0	-1.8	-32	.	-9	3	4	-0.7	-2.7
55	Cc1ccc(S(=O)(=O)c2cc3c(=O)n4ccccc4nc3n(CC3CCCO3)c2=N)cc1 (stereo unspecified)	.	-2.1	.	.	-1	-22	4	.	-4.0
56	Cc1c(N=Cc2ccc(Cl)o2)c(=O)n(-c2ccccc2)n1C	0.8	-0.9	26	.	-9	2	-1	1.0	-0.5
